M4 ag: agonists of human muscarinic M4 receptor (CHRM4); CHO-K1 hM4/Gqi5, Fluo-8 calcium fluorescence; vehicle 0%, full acetylcholine response 100%; hit rate 0.14% among 360,000; P08173; activation, % at 3 µM;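 active means activation above the run mean over all test wells plus 3 SD, cut at about 32% in these data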;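 further: peak over basal fluorescence ratio per well then scaled between controls; 0% = DMSO wells and 100% = acetylcholine at EC100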
Target sequence (P08173 whole entry, looked up): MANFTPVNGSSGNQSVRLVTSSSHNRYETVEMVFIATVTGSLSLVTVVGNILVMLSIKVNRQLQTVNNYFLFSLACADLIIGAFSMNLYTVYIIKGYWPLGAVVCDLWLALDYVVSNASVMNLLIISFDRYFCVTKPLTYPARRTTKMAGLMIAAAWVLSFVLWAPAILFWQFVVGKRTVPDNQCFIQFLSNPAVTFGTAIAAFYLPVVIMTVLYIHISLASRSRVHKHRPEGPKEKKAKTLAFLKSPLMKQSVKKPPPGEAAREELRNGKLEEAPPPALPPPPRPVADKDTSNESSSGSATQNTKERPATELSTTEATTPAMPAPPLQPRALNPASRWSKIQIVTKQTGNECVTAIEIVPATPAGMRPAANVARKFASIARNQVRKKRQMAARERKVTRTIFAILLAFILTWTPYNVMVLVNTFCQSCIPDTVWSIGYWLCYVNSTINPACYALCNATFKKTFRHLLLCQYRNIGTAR
M1 antag: antagonists of human M1 muscarinic receptor; P11229; CHO-K1 hM1, Fluo-8 calcium fluorescence, ACh EC80 antagonist; inhibition, % at 3 µM; hit rate 1.3% among 360,000;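 active means percent inhibition above its own plate's cutoff, namely the mean of that plate's compound wells plus 3 SD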;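 further: peak over basal fluorescence ratio during 140 s after agonist addition; 0% = ACh EC80 plus DMSO and 100% = DMSO alone without agonist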
CHRM4 antagonist: CHRM4 antagonism in calcium assay; inhibition, % at 3 µM; hit rate 0.73% among 360,000; CHO-hM4 cells, ACh EC80, Fluo-8 calcium fluorescence; P08173;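 active means inhibition above its plate's cutoff, the mean inhibition of sample wells plus 3 SD, cut at about 27% in these data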;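 further: 0% = acetylcholine EC80 with DMSO and 100% = DMSO without agonist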
M1 PAM: positive allosteric modulators of human M1 muscarinic receptor; activation, % at 3 µM; hit rate 0.088% among 360,000; CHO-K1 hM1, Fluo-8 calcium fluorescence, ACh EC20; 0% = ACh EC20, 100% = maximal ACh; AID 588819; in the data active means activation above about 19%, passing the limit was not always enough
M4 PAM: CHRM4 positive allosteric modulation; CHO-K1 hM4/Gqi5, Fluo-8 calcium fluorescence, ACh EC20; 0% = ACh EC20, 100% = maximal ACh; hit rate 0.4% among 360,000; activation, % at 3 µM;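 active means activation above its plate's cutoff, the mean activation of sample wells plus 3 SD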; further: some results filed as inactive read as strong as hits
M5 antag: antagonists of human muscarinic M5 receptor (CHRM5) | CHO-hM5 cells, Fluo-8 calcium fluorescence, ACh EC80 | inhibition, % at 3 µM | hit rate 0.59% among 360,000 | AID 624040;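 active means inhibition above a per-plate cutoff, the mean of that plate's test compounds plus 3 SD, cut at about 27% in these data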;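 further: 0% = acetylcholine EC80 with DMSO and 100% = DMSO without agonist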
Target sequence (P08912 whole entry, looked up): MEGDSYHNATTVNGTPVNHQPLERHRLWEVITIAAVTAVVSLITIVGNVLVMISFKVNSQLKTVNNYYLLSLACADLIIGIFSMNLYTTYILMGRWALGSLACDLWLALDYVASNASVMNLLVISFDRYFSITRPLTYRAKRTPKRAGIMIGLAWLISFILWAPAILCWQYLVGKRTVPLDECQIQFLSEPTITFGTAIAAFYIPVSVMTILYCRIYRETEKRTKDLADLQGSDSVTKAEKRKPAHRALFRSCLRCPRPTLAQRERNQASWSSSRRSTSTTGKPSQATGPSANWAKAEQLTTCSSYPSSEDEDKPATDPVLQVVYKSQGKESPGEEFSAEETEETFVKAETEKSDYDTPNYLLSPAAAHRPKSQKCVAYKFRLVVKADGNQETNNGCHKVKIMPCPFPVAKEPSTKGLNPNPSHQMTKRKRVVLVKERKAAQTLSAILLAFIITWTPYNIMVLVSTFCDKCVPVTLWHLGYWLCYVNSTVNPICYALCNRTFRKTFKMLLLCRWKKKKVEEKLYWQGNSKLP
CHRM5 agonist: agonists of human muscarinic M5 receptor (CHRM5) | P08912 | activation, % at 3 µM | hit rate 0.19% among 360,000 | CHO-K1 hM5 cells, Fluo-8 calcium fluorescence; 0% DMSO wells, 100% maximal acetylcholine response;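 active means activation above the run's mean over test compounds plus 3 SD, cut at about 23% in these data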;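 further: signal is peak over basal fluorescence ratio across the kinetic read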
CRFBP-R2 agonist: agonists of human CRF-binding protein/CRF-R2 receptor complex | hit rate 0.46% among 350,000 | AID 588473 | activation, % at 13.2 µM | HEK293 CRF-R2/CRF-BP, calcium dye fluorescence (FLIPR); percent of saturating CRF peptide response;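 active means activation of at least 50%, plus an integration ratio under a set limit after plate pattern correction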;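 further: plate controls were neutral control wells without compound for no effect and CRF at EC100 for full effect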
CHRM5 PAM: potentiates acetylcholine response at human M5 receptor | CHO-K1 hM5, Fluo-8 calcium, ACh EC20 PAM; 0% = ACh EC20, 100% = ACh EC100 | activation, % at 3 µM | hit rate 0.3% among 360,000 | AID 624038;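 active means activation above the run cutoff, the mean activation of all test compounds plus 3 SD, cut at about 18% in these data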
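Replicates: One well per compound, no replicates | System: Human M5 receptor in CHO-K1 cells | Benchmarks: Low control EC20 acetylcholine (0%), high control EC100 acetylcholine (100%) | Probe or stimulus: Acetylcholine, EC20 level | Times: Fluo-8 loading 80 min at 37 °C plus 30 min room temperature | Signal: Intracellular calcium via Fluo-8 fluorescence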
Numbers without * were called inactive; . = not tested or not shown.

SMILES	M4 ag	M1 antag	CHRM4 antagonist	M1 PAM	M4 PAM	M5 antag	CHRM5 agonist	CRFBP-R2 agonist	CHRM5 PAM
CCCCCCCCOC(=O)CCn1[nH]c(=O)c2ccccc2c1=O	0	-9	-15	2	14	-2	-3	-0.1	7
Cc1cc(C)c2c(=O)n(CC(=O)N3CCN(c4ccccc4)CC3)ccc2n1	2	-15	-18	7	9	-14	-1	7.1	5
COc1cccc(C2=NOC(C(=O)N3CCN(c4ccccc4)CC3)C2)c1OC (stereo not drawn)	3	-3	-5	2	1	2	1	33	-4
COc1ccccc1-c1nnc(-c2ccc(F)cc2)o1	2	-5	-3	3	-3	5	-6	0.1	-10
COc1cc(/C=N/NC(=S)NCCN2CCOCC2)cc(OC)c1OC	2	-4	5	4	-8	-1	0	-0.4	-3
O=C1NC[C@@H](CCCCN2C[C@H](Cc3ccc(O)cc3)N(CCC3CCCCC3)C(=O)C2=O)N(CCc2ccc(O)cc2)C1=O	3	.	-9	.	5	2	-1	.	-4
COc1ccc(NC(=O)c2ccc(=O)oc2)cc1	1	-10	-3	5	2	5	3	2.6	-5
Cc1cnc(CNC(=O)CC2C(=O)NCCN2Cc2ccccc2C(F)(F)F)cn1 (stereo not drawn)	0	-8	0	7	3	-17	-1	-1.0	4
Cc1ccc(N2C(=O)N(CC(=O)Nc3ccccc3C)C(=O)C2C)cc1 (stereo not drawn)	3	-2	-16	16	8	-40	2	-1.0	19*
O=C(NC(=S)N1CCOCC1)C12CC3CCC(CC(C3)C1)C2	1	7	5	-3	3	-7	-2	-0.8	5
Cc1sc2ncnc(N3CCC(C(=O)Nc4nc(-c5ccc(F)cc5)cs4)CC3)c2c1C	2	-3	-1	-4	-6	6	1	-1.8	-2
CN(C)c1nc(OCCNC(=O)Nc2ccccc2)nc(N(C)C)n1	15	13	-1	-4	-2	4	5	2.0	-10
Cc1ccccc1-c1nn(-c2ccc(F)cc2F)cc1CNCCCO	4	8	0	-5	6	-6	5	1.1	4
N#Cc1nc(Cc2cccc3ccccc23)oc1NCCN1CCCCC1	3	-7	-2	0	-8	6	-6	-2.9	-1
CCOc1ccc([C@@H]2CC=C(C(=O)O)[C@H](c3cccc(Cl)c3)N2S(=O)(=O)c2ccc(C)cc2)cc1	-1	0	-2	4	0	11	-4	-1.8	-3
CCCc1cc(NCCN(C)C)n2c(nc3ccccc32)c1C#N	0	-15	2	8	6	0	-4	0.7	-1
Cc1c(C(=O)N2CCN(c3ncccn3)CC2)oc2c(Cl)cccc12	14	-1	-15	8	-5	11	-1	0.1	-15
Cc1ccc(N/N=C/c2ccc3c(c2)OCCO3)cc1Cl	0	-4	-1	4	1	1	-2	-2.2	-8
COc1ccc(Nc2cc(NCCCO)c([N+](=O)[O-])c3nonc23)cc1	-2	-4	-15	2	7	-2	-6	-4.8	1
CCCCNC(=O)CC1Nc2ccccc2NC1=O (stereo not drawn)	1	-15	-6	8	1	6	1	1.2	-3
CCCCC1CCC(C(=O)NCc2ccc3c(c2)OCO3)CC1 (stereo not drawn)	0	9	10	-5	-1	-2	0	-0.9	3
O=C(NCCc1ccc(F)cc1)c1cc2ccccc2oc1=O	1	-13	-9	10	2	-3	-4	0.2	2
Cc1nnc(SCC(=O)N2CC(=O)Nc3ccccc32)n1C	1	-14	-2	9	14	2	0	0.3	0
O=C(Cn1ncc2c3ccccc3n(Cc3ccccc3)c2c1=O)NCc1ccco1	1	-13	-5	6	-4	10	0	1.9	-5
O=C(CSc1nnc(-c2ccncc2)n1Cc1ccccc1)NC1CCCc2ccccc21 (stereo not drawn)	3	2	-4	-3	10	-9	-4	0.6	6
Cc1cccc(C(=O)N2CCc3ccccc3C2)c1[N+](=O)[O-]	1	-5	6	4	-8	-2	-9	-5.2	0
CCOC(=O)c1cc(-c2sc(NC(=O)c3ccccc3)nc2C)n(-c2ccc(Br)cc2)n1	-1	0	-4	3	4	8	1	-1.3	-2
Cc1cc(C)nc(SCCn2c(N3CC(C)OC(C)C3)nc3c2c(=O)n(C)c(=O)n3C)n1 (stereo not drawn)	1	-8	-9	9	5	-4	0	0.5	3
COC(=O)c1nn(C23CC4CC(CC(C4)C2)C3)c2c1C(=O)N(c1ccc(Br)cc1)C2=O	0	-10	-2	5	4	-2	1	0.3	-1
COc1cc(/C=N\NC(=O)c2ccc(Cl)cc2)ccc1Oc1ccc([N+](=O)[O-])cn1	18	20	8	-14	-29	6	-1	-0.8	-20

A draw from above in order of molecular weight, high to low.
SMILES	M4 ag	M1 antag	CHRM4 antagonist	M1 PAM	M4 PAM	M5 antag	CHRM5 agonist	CRFBP-R2 agonist	CHRM5 PAM
CCOc1ccc([C@@H]2CC=C(C(=O)O)[C@H](c3cccc(Cl)c3)N2S(=O)(=O)c2ccc(C)cc2)cc1	-1	0	-2	4	0	11	-4	-1.8	-3
CCOC(=O)c1cc(-c2sc(NC(=O)c3ccccc3)nc2C)n(-c2ccc(Br)cc2)n1	-1	0	-4	3	4	8	1	-1.3	-2
COC(=O)c1nn(C23CC4CC(CC(C4)C2)C3)c2c1C(=O)N(c1ccc(Br)cc1)C2=O	0	-10	-2	5	4	-2	1	0.3	-1
Cc1cc(C)nc(SCCn2c(N3CC(C)OC(C)C3)nc3c2c(=O)n(C)c(=O)n3C)n1 (stereo not drawn)	1	-8	-9	9	5	-4	0	0.5	3
O=C(CSc1nnc(-c2ccncc2)n1Cc1ccccc1)NC1CCCc2ccccc21 (stereo not drawn)	3	2	-4	-3	10	-9	-4	0.6	6
COc1cc(/C=N\NC(=O)c2ccc(Cl)cc2)ccc1Oc1ccc([N+](=O)[O-])cn1	18	20	8	-14	-29	6	-1	-0.8	-20
COc1ccc(Nc2cc(NCCCO)c([N+](=O)[O-])c3nonc23)cc1	-2	-4	-15	2	7	-2	-6	-4.8	1
Cc1c(C(=O)N2CCN(c3ncccn3)CC2)oc2c(Cl)cccc12	14	-1	-15	8	-5	11	-1	0.1	-15
CCCc1cc(NCCN(C)C)n2c(nc3ccccc32)c1C#N	0	-15	2	8	6	0	-4	0.7	-1
CCCCC1CCC(C(=O)NCc2ccc3c(c2)OCO3)CC1 (stereo not drawn)	0	9	10	-5	-1	-2	0	-0.9	3
O=C(NCCc1ccc(F)cc1)c1cc2ccccc2oc1=O	1	-13	-9	10	2	-3	-4	0.2	2
Cc1cccc(C(=O)N2CCc3ccccc3C2)c1[N+](=O)[O-]	1	-5	6	4	-8	-2	-9	-5.2	0
CCCCNC(=O)CC1Nc2ccccc2NC1=O (stereo not drawn)	1	-15	-6	8	1	6	1	1.2	-3

Following part:
SMILES	M4 ag	M1 antag	CHRM4 antagonist	M1 PAM	M4 PAM	M5 antag	CHRM5 agonist	CRFBP-R2 agonist	CHRM5 PAM
Cc1cc(C)cc(NC(=O)C2CCCN(c3nc(C)cc(C)n3)C2)c1 (stereo not drawn)	1	-8	-14	6	6	-7	-2	-1.2	1
Cc1cc(C)cc(NC(=O)CSc2nncn2-c2ccccn2)c1	2	1	-1	-2	0	-6	0	-1.3	-5
COc1ccc(CN(C)C(=O)c2ccncc2)c(OC)c1	0	7	5	-3	-3	18	-3	-0.7	-8
CCOC(=O)C1=C(C)NC2=C(C(=O)CC(C)(C)C2)C1c1ccc(O)c(OCC)c1 (stereo not drawn)	1	1	0	0	5	7	-1	-1.2	-2
CCOC(=O)C1CCCN(S(=O)(=O)c2cccc3nsnc23)C1 (stereo not drawn)	2	-10	-4	5	1	-4	-2	0.1	-1
O=C(c1cccs1)N1CCCC(c2nc3c(nnn3Cc3cccc(Cl)c3)c(=O)[nH]2)C1 (stereo not drawn)	1	-5	1	5	4	11	-3	-0.4	-3
O=C(N/N=C/c1ccccc1[N+](=O)[O-])c1ccncc1	1	0	1	26*	3	4	-1	-1.6	0
CCc1ccc(OCCCCCn2ccnc2)cc1	5	11	2	-2	-3	6	-3	1.0	1
Cc1ccc(S(=O)(=O)NNC(=O)c2cnn(-c3ccccc3)c2-n2cccc2)cc1	0	-11	5	10	9	-2	1	-0.2	0
CS(=O)(=O)c1ccc(C(=O)OCc2nnc(-c3ccccc3)o2)cc1[N+](=O)[O-]	3	13	11	0	-2	7	-1	-3.8	2
O=C(/C=C/Nc1ccc(F)cc1F)c1cccs1	1	1	3	0	3	0	-2	2.3	4
Cc1cc(SCc2ccc(F)cc2)nc(=O)[nH]1	3	1	3	4	1	-6	-2	1.8	5
Fc1ccccc1N1CCN(C(c2ccnc3ccccc23)c2nnnn2-c2ccc3c(c2)OCCO3)CC1 (stereo not drawn)	-1	.	-3	.	-5	-4	-3	.	-10
CCN(C(=O)CSc1nnc(-c2ccc(OC)cc2)n1C(C)C)C1CCS(=O)(=O)C1 (stereo not drawn)	1	-9	-2	3	4	8	7	-0.7	7
Cc1cc(C)cc(Nc2ccc(C(=O)O)cc2N)c1	1	-3	5	3	1	-5	-1	0.0	3
O=c1cc(-c2ccc(O)cc2)oc2c1ccc1ccccc12	1	-1	-22	2	13	-5	0	2.6	4
Cc1ccc(CN2C(=O)CCC2C(=O)NCCCN2CCCCC2C)cc1 (stereo not drawn)	1	-5	-2	7	9	0	-2	-1.4	-1
COc1ccc(O)c(CN2CCN(C/C=C/c3ccccc3)CC2)c1	3	0	0	-8	-6	2	-10	-1.3	-10
O=C(NC1CCCC1)C(c1cccnc1)N(C(=O)c1csnn1)c1ccccc1 (stereo not drawn)	0	-17	5	13	2	-1	-2	0.2	0
CCn1cc(C(=O)N2CCn3c(nc4ccccc43)C2)c(=O)c2ccc(C)nc21	5	-4	-3	5	1	-2	-1	-0.2	1
O=C(Cc1ccccc1F)Nc1cc(S(=O)(=O)N2CCCCC2)ccc1N1CCOCC1	2	-7	-1	2	2	-4	1	0.6	-1
O=[N+]([O-])c1ccc(CSC2=NCCN2)cc1	1	15	5	-7	0	-1	-8	-0.5	3
Cc1ccc(S(=O)(=O)N/N=C\c2ccc(C)o2)cc1	0	-13	-1	9	1	2	1	1.9	-5
C[n+]1ccn(CC(=O)c2cc(C(C)(C)C)c(O)c(C(C)(C)C)c2)c1	1	-8	1	1	-2	17	-18	0.4	-4
C/C(=N/NS(=O)(=O)c1cc(C)ccc1C)c1ccncc1	1	-17	-9	16	4	11	-4	-0.1	0
CCN(CC(=O)Nc1ccccc1C(=O)OC)S(=O)(=O)c1ccccc1	3	6	4	-7	-14	6	-1	-1.1	-11
COc1nc(N=C(N)N)nc2c(C)cccc12	1	3	3	2	6	2	-3	-0.6	-3
COc1ccc(CCNC(=O)CC2Nc3cc(C)c(C)cc3NC2=O)cc1OC (stereo not drawn)	1	1	-3	2	-6	2	-2	3.2	-3
